TRPC6 inhibitor = mouse TRPC6 channel inhibition; Q61143; HEK293-TRPC6, membrane potential dye, ACh-evoked depolarization; stronger effect = lower value; B-score at 10 µM; 310,000 compounds, 1.1% hits;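 active = B-score under library mean minus 3 SD, initial fluorescence not abnormally high, positive integrated signal ratio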;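 note: B-score derived from integrated fluorescence ratio over the kinetic read; more negative B-score means stronger inhibition of depolarization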
MrgX1 agonist = agonists of human MrgX1 receptor. B-score at 10 µM. 310,000 compounds, 0.44% hits. MrgX1-HEK293 cells, Fluo-4 calcium fluorescence, agonist mode; stronger effect = higher value. Q96LB2;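 active = calcium response B-score plate-corrected fluorescence ratio at least 3 library SD, with starting fluorescence B-score inside 5 SD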
Target sequence (Q96LB2 whole entry, looked up): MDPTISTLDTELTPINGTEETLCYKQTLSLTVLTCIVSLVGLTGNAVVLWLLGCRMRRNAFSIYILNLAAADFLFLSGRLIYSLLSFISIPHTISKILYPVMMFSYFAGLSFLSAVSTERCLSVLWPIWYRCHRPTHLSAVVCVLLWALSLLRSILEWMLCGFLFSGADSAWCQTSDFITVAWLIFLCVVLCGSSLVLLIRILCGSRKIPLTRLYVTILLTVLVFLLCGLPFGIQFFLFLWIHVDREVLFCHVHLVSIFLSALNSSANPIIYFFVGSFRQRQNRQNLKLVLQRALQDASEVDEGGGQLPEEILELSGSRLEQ
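Assay system: MrgX1-expressing HEK293 cells / Amount: fifteen thousand cells per well / Doses: test compound in the initial addition of three / Timing: cells plated overnight, dye loaded 0.5 h 37 °C, 0.5 h room temperature / Technique: kinetic calcium dye fluorescence, Fluo-4 NW / Control set: positive and negative controls per plate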
TRPC6 act = mouse TRPC6 channel activation. B-score at 10 µM. 310,000 compounds, 0.13% hits. AID 2550. HEK293-TRPC6 membrane potential dye fluorescence; stronger effect = higher value. Q61143;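 active = B-score of the integrated fluorescence ratio above library mean plus 3 SD, and starting fluorescence ratio within library mean plus 5 SD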;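 note: higher score means more depolarization so channel activation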
RGS4 pot = potentiators or activators of RGS4. HEK293 M3R/inducible RGS4, carbachol calcium flux Fluo4; stronger effect = lower value. B-score at 10 µM. 310,000 compounds, 0.92% hits. AID 463111;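 active = B-score of the integrated calcium signal more than 4 SD below the library mean, with starting fluorescence not abnormally high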;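 note: negative B-score means reduced calcium response which marks RGS4 activation or potentiation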
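test system = HEK293 cells with stable M3R and inducible RGS4 | schedule = recording 10 s baseline at 1 Hz, 100 s post-agonist | technique = Fluo4-AM (2 µM) calcium-flux fluorescence, kinetic read | measure = Agonist-evoked peak-minus-minimum fluorescence over baseline, integrated ratio, B score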
Platelet DG rel = platelet dense granule release activity | human platelet-rich plasma, SFLLRN dense granule ATP release, luminescence | inhibition, %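 (compounds screened at 7.5 µM in platelet-rich plasma)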 | 300,000 compounds, 0.22% hits;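 active = mean replicate score, as percent of positive control, at or above 50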
SKKanGAS inh = SKKanGAS growth inhibition. AID 1662. inhibition, % at 7.5 µM. S. pyogenes SKKanGAS, kanamycin growth, BacTiter-Glo, 6 h. 300,000 compounds, 1.3% hits;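 active = mean replicate score, as percent of positive control median, at least 50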;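 note: strain carries kanamycin resistance gene driven by streptokinase promoter and grows in 40 µg/ml kanamycin; loss of luminescence reflects streptokinase promoter inhibition or plain growth inhibition; 0% = median of DMSO wells and 100% = positive control at its reference dose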
MrgX1 allo act = human MrgX1 positive allosteric modulation, primary screen. Q96LB2. MrgX1-HEK293, Fluo-4 calcium flux, FDSS; stronger effect = higher value. B-score at 10 µM. 310,000 compounds, 0.63% hits;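 active = plate-corrected calcium response at least 3 library SD above typical, normal starting fluorescence, not activating the receptor alone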;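 note: compound read alongside a low EC10 to EC30 dose of BAM8-22 agonist; peak minus trough fluorescence over baseline measured at the second addition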
RGS4 inh = human RGS4 inhibition | P49798 | HEK293 M3R/RGS4 inducible, Fluo-4 calcium flux; stronger effect = higher value; triggered by carbachol at its EC20 | B-score at 10 µM | 310,000 compounds, 0.45% hits | AID 463165;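 active = B-score, a plate-corrected calcium signal, over three deviations above library mean, with baseline fluorescence within five deviations of library mean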;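 note: RGS4 expression induced by doxycycline in cells with stable M3 receptor; B-score is computed from the integrated fluorescence ratio over baseline after carbachol; higher B-score means a larger calcium signal and so more RGS4 inhibition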
Target sequence (P49798 whole entry, looked up): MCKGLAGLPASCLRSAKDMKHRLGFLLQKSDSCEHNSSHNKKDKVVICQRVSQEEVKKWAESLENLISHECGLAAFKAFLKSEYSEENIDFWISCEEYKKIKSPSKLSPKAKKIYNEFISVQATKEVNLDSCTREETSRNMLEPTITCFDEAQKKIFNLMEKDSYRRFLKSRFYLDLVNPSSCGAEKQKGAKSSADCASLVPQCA
MrgX1 antag = blocks BAM8-22 activation of human MrgX1 receptor; Q96LB2; MRGX1-HEK293 calcium flux, Fluo-4, BAM8-22 antagonism; stronger effect = lower value; B-score at 10 µM; 310,000 compounds, 1.3% hits; AID 588676;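 active = calcium-response B-score plate-corrected more than 3 library SD below zero, starting fluorescence within 5 deviations, no agonist response on first addition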;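 note: peak minus trough fluorescence over baseline after final BAM8-22 challenge near maximal dose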
HIF activator = HIF pathway transcriptional activation; activation, % at 7.5 µM (by protocol); U2OS HRE-luciferase reporter, luminescence; normalized: DMSO 0%, desferrioxamine 100%; 300,000 compounds, 0.32% hits; AID 1910;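 active = mean activation of at least 10% of the iron chelator positive control signal, with at least half of replicates also reaching 10%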
TRPC4 inh = blocks the mouse TRPC4 cation channel; Q9QUQ5; HEK293 TRPC4beta/mu-opioid, DAMGO-evoked Fluo4 calcium flux; stronger effect = lower value; B-score at 10 µM; 300,000 compounds, 0.39% hits; AID 2247;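 active = B-score over 3 SD under the library average, no early fluorescence shift, positive overall ratio signal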
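Assay system – HEK293 line stably carrying TRPC4beta and mu-opioid receptor · Doses – single dose · Detection – Fluo4 calcium-dye fluorescence, kinetic read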
Numbers without * were called inactive; i = inactive; nt = no result given.

#	Molecule	TRPC6 inhibitor	MrgX1 agonist	TRPC6 act	RGS4 pot	Platelet DG rel	SKKanGAS inh	MrgX1 allo act	RGS4 inh	MrgX1 antag	HIF activator	TRPC4 inh
1	COc1cccc(CN(C)C(=O)CSc2nc3ccccc3[nH]2)c1OC	i	i	i	i	5	-4	i	i	i	-0.5	i
2	COc1cccc(C(=O)Nc2ccc(C(F)(F)F)n(C)c2=O)c1	i	i	i	i	4	-20	i	i	i	2.2	i
3	Cc1ccc2nc(-c3ccc(NC(=O)c4cccnc4)cc3)oc2c1	i	i	i	i	-8	5	i	i	-5.4*	-0.2	i
4	COc1ccc(-c2cc(-c3ccc(C)cc3)n[nH]2)c(O)c1	i	i	i	i	17	77*	i	i	i	1.1	i
5	COc1ccc(OCCN2CCN(C3CC(=O)N(CCC(C)C)C3=O)CC2)cc1 (centres undefined)	i	i	i	i	-3	5	i	i	i	-0.7	i
6	NC(=S)N=Nc1c(O)[nH]c2ccccc12	i	i	i	i	10	-3	i	i	i	-0.2	i
7	O=C(CNCC1CCCCC1)Nc1ccc(OC(F)(F)F)cc1	i	106*	i	i	7	-2	i	i	i	0.0	i
8	COc1ccc(N2CC(C(=O)Nc3ccc4c(c3)OCCO4)CC2=O)cc1 (centres undefined)	i	i	i	i	0	13	i	i	i	-1.1	i

Full records, quoted from the list.
Results for `COc1cccc(C(=O)Nc2ccc(C(F)(F)F)n(C)c2=O)c1` : TRPC6 inhibitor: i; MrgX1 agonist: i; TRPC6 act: i; RGS4 pot: i; Platelet DG rel: 4; SKKanGAS inh: -20; MrgX1 allo act: i; RGS4 inh: i; MrgX1 antag: i; HIF activator: 2.2; TRPC4 inh: i
Results for `COc1cccc(CN(C)C(=O)CSc2nc3ccccc3[nH]2)c1OC` : TRPC6 inhibitor: i; MrgX1 agonist: i; TRPC6 act: i; RGS4 pot: i; Platelet DG rel: 5; SKKanGAS inh: -4; MrgX1 allo act: i; RGS4 inh: i; MrgX1 antag: i; HIF activator: -0.5; TRPC4 inh: i

(next part)
#	Molecule	TRPC6 inhibitor	MrgX1 agonist	TRPC6 act	RGS4 pot	Platelet DG rel	SKKanGAS inh	MrgX1 allo act	RGS4 inh	MrgX1 antag	HIF activator	TRPC4 inh
9	Cc1ccc(NS(=O)(=O)c2ccc(NC(=O)[C@@H]3CCCC[C@@H]3C(=O)O)cc2)c(C)c1	i	i	i	i	-25	-6	i	i	i	-0.1	i
10	CSc1ccc(-c2nc(CSCC(=O)NC3CC3)c(C)o2)cc1	i	i	i	i	-2	-5	i	i	i	0.3	i
11	CSc1c[n+]2c(n1C)CCC2	i	i	i	i	-6	-3	i	i	i	nt	i
12	O=C(NC1=NCCS1)c1cccc(S(=O)(=O)N2CCc3ccccc32)c1	i	i	i	i	9	-4	i	i	-4.9*	-0.7	i
13	O=C(Cc1cccs1)NCc1cccc(CNC(=O)Cc2cccs2)c1	i	i	i	i	-5	-6	i	i	i	0.0	i
14	Cc1c(C(=O)N2CCCC2)c(S(=O)(=O)Nc2cccc(Br)c2)c(C)n1C	i	i	i	i	-2	6	i	i	i	-0.3	i
15	Cc1ccc(C(=O)N2CCCC(N3CCN(c4ccccc4F)CC3)C2)s1 (centres undefined)	i	i	i	i	-4	-12	i	i	i	1.2	i
16	Cc1cccc(NC(=O)c2cccnc2)c1	i	i	i	i	0	-3	i	i	i	-1.9	i
17	Cc1ccc(N2CCN(c3ccc(C)cc3)C2c2ccccn2)cc1	i	i	i	i	-3	1	i	i	i	nt	i
18	COc1ccccc1N(C)S(=O)(=O)c1ccc(C(=O)N2CCCC(C(F)(F)F)C2)cc1 (centres undefined)	i	i	i	i	5	5	i	i	i	0.0	i
19	CCN1CCCC1CNC(=O)C(=O)NC(C)C (centres undefined)	i	i	i	i	-2	-5	i	i	i	-5.7	i
20	COC(=O)[C@H](Cc1ccccc1)NC(=O)N(C)Cc1ccccc1	i	i	i	i	-12	9	i	i	i	-0.2	i
21	CCOc1ccccc1NC(=O)COC(=O)Cc1ccc(-c2ccccc2)cc1	i	i	i	i	9	5	i	i	i	-0.1	i
22	CC1Oc2ccccc2N(CC(=O)N2CCc3ccccc32)C1=O (centres undefined)	i	i	i	i	-6	-1	i	i	i	nt	i
23	COc1ccc(C2Nc3ccc(Br)cc3C(c3ccccc3)N2CC(=O)O)cc1 (centres undefined)	i	i	i	i	-9	2	i	i	i	0.6	i
24	Cc1noc(C)c1S(=O)(=O)N1CCCC(C(=O)NCCc2ccc(Cl)cc2)C1 (centres undefined)	i	i	i	i	-5	1	i	i	i	0.0	i
25	CCCOc1ccc(Cc2c(Cl)nc(SC)nc2NC)cc1	i	i	i	i	2	27	i	i	i	0.2	i
26	Cc1nnsc1NC(=O)OCC(C)C	i	i	i	i	5	2	i	i	i	0.0	i
27	CC1=C(C(N)=O)C(c2ccccc2[N+](=O)[O-])n2ncnc2N1 (centres undefined)	i	i	i	i	-7	3	i	i	i	-0.2	i
28	O=C(Nc1cc(C(F)(F)F)ccc1N1CCCC1)c1cccnc1	i	i	i	i	-1	0	i	i	i	-0.3	i
29	COc1ccc(-c2cc(C(=O)Nc3nc4ccccc4s3)c3ccccc3n2)cc1OC	i	i	i	i	-9	-3	i	i	i	-0.1	i
30	Cc1nc2ccc(NC(=O)c3cc(S(=O)(=O)N(C)c4ccccc4)ccc3Cl)cc2s1	i	i	i	i	-5	10	i	i	i	-0.3	i
31	CCN(CC)C(=S)SCC(=O)Nc1ncc2c(n1)CCCC2=O	i	i	i	i	7	2	i	i	i	0.0	i
32	O=C(Nc1nnc(CSCc2ccc(F)cc2)s1)c1ccc([N+](=O)[O-])cc1	i	i	i	i	-23	-3	i	i	i	-0.4	i
33	Cc1ccc(Oc2ccc(S(=O)(=O)N3CCOCC3)cc2C(N)=O)cc1C	i	i	i	i	6	-1	i	i	i	-0.5	i
34	COc1ccc(/C=N/NC(=O)c2cccs2)c2ccccc12	i	i	i	i	19	-11	i	i	i	2.3	i
35	Oc1ccc(N2CCN(CC(O)c3ccccc3)CC2)cc1 (centres undefined)	i	i	i	i	17	-1	i	i	i	-0.2	i
36	CCc1c(C)c(C#N)c2nc3ccccc3n2c1N1CCN(c2cc(C)ccn2)CC1	i	i	i	i	-2	5	i	i	i	-8.1	i
37	COc1ccc(OC)c(NC(=O)CCOc2cccc(C)c2)c1	i	i	i	i	9	-6	i	i	i	0.2	i
38	O=C(COC(=O)c1n[nH]c2ccccc12)Nc1ccc(Cl)cc1[N+](=O)[O-]	i	i	i	i	-1	-6	i	i	i	1.2	i
39	Cc1cc(C)nc(Sc2ccc3nnc(C(F)(F)C(F)(F)C(F)(F)F)n3n2)n1	i	i	i	i	1	-17	i	i	i	nt	i
40	CCn1cc(CNC(=O)c2ccc(OC3CCN(Cc4ccccn4)CC3)cc2)cn1	i	i	i	i	4	4	i	i	i	-0.1	i
41	COc1cc(C(c2c(C)[nH][nH]c2=O)c2c(C)[nH][nH]c2=O)ccc1OC(C)C	i	i	i	i	-1	10	i	i	i	0.0	i
42	COc1cccc(NC(=S)NC(C)c2ccc(OC)c(OC)c2)c1 (centres undefined)	i	i	i	i	0	-5	i	i	i	nt	i
43	O=S(=O)(Nc1ccccn1)c1cccc(S(=O)(=O)c2ccc(Br)cc2)c1	i	i	i	i	6	1	i	i	i	-0.1	i
44	Cc1ccc(CC(=O)N2CCOCC2)cc1	i	i	i	i	2	-1	i	i	i	-16	i
45	CC(=O)Nc1cccc(Oc2nc(C)cc(C)c2C#N)c1	i	i	i	i	-2	-6	i	i	i	-0.1	i
46	CCCNC(=O)Cn1cnc([N+](=O)[O-])n1	i	i	i	i	6	-2	i	i	i	-0.3	i
47	CC(=O)N1c2ccc(S(=O)(=O)N(C)CC(=O)NC3CCCCC3C)cc2CC1C (centres undefined)	i	i	i	i	-4	-10	i	i	i	-0.4	i
48	Cc1ccc(Br)cc1S(=O)(=O)N1CCN(c2ccccc2)CC1	i	i	i	i	2	0	i	i	i	-0.1	i
49	O=C(Nc1ccccc1Cl)NC1CCCCCCC1	i	i	i	i	nt	nt	i	i	i	nt	i
50	CCOC1OC(=O)C(Cl)=C1Nc1ccccc1C (centres undefined)	i	i	i	i	-14	6	i	i	i	0.0	i
51	Cc1ccc(NC(=O)CSc2nnc(NC(=O)c3ccc(S(=O)(=O)N4CCOCC4)cc3)s2)cc1	i	i	i	i	22	5	i	i	i	0.4	i
52	COc1cc(OC)cc(C(=O)NCC(=O)Nc2ccc(C)c(Cl)c2)c1	i	i	i	i	-2	6	i	i	i	0.9	i
53	Fc1ccc(/C=N/NC(=S)Nc2cccnc2)cc1F	i	i	i	i	4	10	i	i	i	1.4	i
54	Cn1nc(-c2ccccc2)c2cc(C(=O)O)sc21	i	i	i	i	-1	-5	i	i	i	-0.1	i
55	COc1ccc(OC)c(Nc2nc(N)nc(CCl)n2)c1	i	i	i	i	3	0	i	i	i	-0.3	i
56	CC(C)CNC(=O)CO/N=C/c1ccccc1Cl	i	i	i	i	-1	-6	i	i	i	-0.2	i
57	COc1ccc(CCNS(=O)(=O)c2ccc(-n3cnnn3)c(OC)c2)cc1OC	i	i	i	i	2	1	i	i	i	0.4	i
58	OC(c1ccccc1)c1ccncc1 (centres undefined)	i	i	i	i	6	1	i	i	i	0.4	i
59	Cc1ccc(NC(=O)CCNC(=O)c2ccc(Br)cc2)cc1S(=O)(=O)N1CCCCCC1	i	i	i	i	1	22	i	i	i	-0.8	i
60	O=C(Nc1ccccc1Cl)Nc1ccnn1C1CCN(C(=O)CCN2CCCO2)CC1	i	i	i	i	4	-5	i	i	i	0.2	i
61	O=C(O)c1ccc(N2C(=O)c3cccc4cccc(c34)C2=O)cc1	i	i	i	i	-5	-5	i	i	i	-15	i
62	Cn1c(C(=O)N2CCCC(C(=O)NCCc3ccccc3)C2)cc2sccc21 (centres undefined)	i	i	i	i	-4	-4	i	i	i	nt	i

High-throughput results as filed in PubChem BioAssay.
